High-throughput results as filed in PubChem BioAssay.
GLP1R ag = agonists of human GLP-1 receptor; P43220; HEK293 GLP-1R CRE-luciferase, luminescence, 4-6 h; cells express a hypersensitive GLP-1R form; Potency, µM (titrated, usually from 45.6 µM), for inactives: at the highest dose activation, hits mostly activators; 0.007% of 380,000 active; AID 624172; note: potency is the fitted concentration of half-maximal effect; % of control where 0% means no effect
Target sequence (P43220 whole entry, looked up): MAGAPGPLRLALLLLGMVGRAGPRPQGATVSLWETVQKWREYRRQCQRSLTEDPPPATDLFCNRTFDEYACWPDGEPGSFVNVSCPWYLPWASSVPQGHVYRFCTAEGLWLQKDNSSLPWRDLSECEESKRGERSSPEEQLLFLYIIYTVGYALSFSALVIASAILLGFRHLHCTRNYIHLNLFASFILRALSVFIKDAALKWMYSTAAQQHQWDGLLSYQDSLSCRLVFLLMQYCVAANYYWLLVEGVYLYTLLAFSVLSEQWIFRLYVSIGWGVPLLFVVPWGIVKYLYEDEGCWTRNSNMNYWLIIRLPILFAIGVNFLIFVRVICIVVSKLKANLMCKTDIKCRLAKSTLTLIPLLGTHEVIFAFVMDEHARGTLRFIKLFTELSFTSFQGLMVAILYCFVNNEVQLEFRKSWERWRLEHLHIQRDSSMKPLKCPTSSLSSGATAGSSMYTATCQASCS
aSyn rescue = alpha-synuclein toxicity inhibition in yeast; Yeast expressing alpha-synuclein, growth rescue, BacTiter-Glo, 24 h; Potency, µM (top dose mostly 46.1 µM), inactives show at the highest dose growth rescue (activation), usual class: activators; 0.14% of 370,000 active; note: potency is the fitted concentration of half-maximal effect; % of control where 0% means no effect; nearly all actives have a fitted effect of over 65% in size
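Screening used galactose-induced yeast with toxic alpha-synuclein levels, exposed to compound for 24 hr at 30 deg C. Cell growth, read with BacTiter-Glo luminescence, gave the measured signal.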
KB-V1 MDR tox = kills drug-selected multidrug resistant KB-V1 cells; KB-V1 MDR cells viability, CellTiter-Glo, 72 h; Potency, µM (highest dose often 46.1 µM), without a hit: at the top dose activity change, negative = cytotoxicity, most hits filed as cytotoxic; 3.4% of 400,000 active; AID 1347076; note: potency is the fitted concentration of half-maximal effect; % is set by controls: 0 for no effect and ±100 for the full control effect; nearly all actives have a fitted effect of over 60% in size
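Cytotoxicity toward P-gp-expressing KB-V1 cells was determined as loss of CellTiter-Glo luminescence after 72 h at 37 degrees C. Compounds were tested in quantitative HTS format across a concentration range, with curves fitted to normalized data.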
D3 ag = D3 dopamine receptor (human) agonism. P35462. D3R DiscoveRx beta-arrestin cells, luminescence, 90 min. max activation, %. 0.58% of 410,000 active. AID 652048; in the data active = max activation above about 30%; note: 0% is about no effect; mostly tested at two doses, the higher about 12 µM
Target sequence (P35462 whole entry, looked up): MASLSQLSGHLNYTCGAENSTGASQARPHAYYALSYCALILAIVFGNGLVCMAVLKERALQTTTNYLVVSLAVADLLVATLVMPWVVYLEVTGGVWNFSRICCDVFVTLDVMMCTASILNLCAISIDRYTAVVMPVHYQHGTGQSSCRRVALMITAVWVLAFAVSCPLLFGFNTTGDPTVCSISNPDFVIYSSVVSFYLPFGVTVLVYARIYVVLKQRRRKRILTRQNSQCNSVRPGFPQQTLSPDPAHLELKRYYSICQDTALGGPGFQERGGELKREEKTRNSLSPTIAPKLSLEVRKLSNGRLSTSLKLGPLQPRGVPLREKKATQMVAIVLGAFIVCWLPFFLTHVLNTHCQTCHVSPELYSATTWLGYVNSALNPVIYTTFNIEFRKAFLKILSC
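Cells at 1500/well, incubated overnight, then treated with pinned compounds (dopamine as control) for 90 min at 37 degrees C. DiscoveRx reagent added for 30 - 60 minutes at room temperature; luminescence read.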
* marks the source's active call; other numbers are inactive results; i = inactive; u = inconclusive; x = not tested or not shown; & = joins results of further samples; [ ] = another dose, or the depositor's remark. Unless noted, calls come from the whole dose curve; as a rule, active = well fitted curve in the direction sought with a large enough effect; inconclusive = small, poorly fitted or top-dose-only effect, or another doubt; inactive = no such curve, though single readings can be large; an effect the other way counts as inactive or inconclusive.

Results follow in this order: GLP1R ag, aSyn rescue, KB-V1 MDR tox, D3 ag
- Cc1ccccc1N=C1Nc2ccccc2N[C@]12C[C@H]1CCCC(=O)N3CC[C@@H](C2)[C@@H]13
 : x, x, -25.7%, x
- NC(=O)C1CCN(c2nccc(-c3ccc4c(c3)OCCO4)n2)CC1
 : x, x, u, x
- CCOc1ccc(C(=O)Nc2ccc(-c3nc4ccccc4[nH]3)cc2)cc1Cl
 : x, x, u, x
- C[C@H](NC(c1ccc(F)cc1)c1ccc2cccnc2c1O)c1ccccc1 (some centres undefined)
 : x, x, 0.0%&0.0%, x
- CC(Oc1ccccc1)C(=O)N[C@@H]1C(=O)N2C(C(=O)OCC3CCCCC3)C(C)(C)S[C@H]12 (some centres undefined)
 : x, x, u, x
- CC/C(=C/c1ccccc1)c1cc(Oc2ccccc2)cc2oc3ccccc3c12
 : x, x, -10.2%, x
- Cc1cc(/C=C/c2ccccc2)nc2ccccc12
 : x, x, u, x
- O=C(C[n+]1csc2ccccc21)c1cccc([N+](=O)[O-])c1
 : x, x, -16.4%, x
- Clc1ccc2nc[nH]c2c1
 : x, x, 6.6%, x
- N#Cc1cccc(NS(=O)(=O)c2ccc3c(c2)CCC(=O)N3)c1
 : x, x, u, x
- CNc1ccc(/C=C/c2ccccc2)cc1
 : x, x, -32.2%, x
- Cc1ccc2c(/C=C/c3ccc(N(C)C)cc3)ccnc2c1C
 : x, x, u, x
- COc1ccc(CNC(=O)[C@@H]2CC=C[C@@H]3CCN(Cc4ccc(OC)c(OC)c4)C(=O)[C@@H]32)cc1
 : x, x, -35.4%, x
- CN(C)c1cccc(-c2nnc(N3CCC(C(N)=O)CC3)s2)c1
 : x, x, 2.7%, x
- Cc1ccnc(NC(=S)N2CCN(c3ccc(Cl)cc3)CC2)c1
 : x, x, 25.7%, x
- O=C(C[N+]1(CC(O)c2ccccc2)CCCCC1)c1ccccc1 (centres undefined)
 : x, x, -10.4%, x
- O=C(N/C=C/c1ccccc1)c1cccc([S+](=O)([O-])Nc2ccccc2F)c1
 : x, x, u, x
- O=C(Nc1ccc(Oc2ccccc2)cc1)Nc1nnc(-c2ccncc2)s1
 : x, x, -20.8%, x
- Nc1cccc(/C=C/c2ccnc3ccccc23)c1
 : x, x, u, x
- COc1ccc(NS(=O)(=O)c2ccccc2)cc1NS(=O)(=O)c1ccccc1
 : x, x, 0.0%, x
- Cn1c(C(c2cc3ccccc3n2C)c2cc3ccccc3n2C)cc2ccccc21
 : x, x, u, x
- Cc1ccc(NS(=O)(=O)c2cc3c(cc2Cl)CCC(=O)N3)cc1Cl
 : x, x, 14.3%, x
- CN(C)c1ccc(C=O)cc1Cl
 : x, x, 7.3%, x
- CCCCCCCCCCCCCCCCCCN(CCCCCCCCCCCCCCCCCC)c1ccc(/C=C/c2ccc(C=O)cc2)cc1
 : x, x, 2.5%, x
- Cc1cc(NS(=O)(=O)c2ccc3c(c2)CCC(=O)N3)ccc1F
 : x, x, 0.0%, x
- CC(C)(C)OC(=O)NCCCNc1ncnc2ccc(-c3ccc4c(c3)OCO4)cc12
 : x, x, u, x
- Cc1ccc(SC[C@H](C)CN2CC[C@H](O)CCC2=O)cc1
 : x, x, -14.9%, x
- COc1ccc(C(=O)C[n+]2cc(Br)cc(Br)c2)cc1
 : x, x, -7.2%, x
- COc1ccccc1N(C)C
 : x, x, 1.3%, x
- O=C([C@@H]1CC=C[C@@H]2CCN(C3CC3)C(=O)[C@@H]21)N1CCOCC1
 : x, x, 4.8%, x
- O=C(C[n+]1ccncc1)c1ccc2c(c1)CCCC2
 : x, x, 4.9%, x
- O=C(/C=C/c1cccc(Cl)c1)Nc1cccc([S+](=O)([O-])Nc2ccccc2F)c1
 : x, x, -5.6%, x
- CC(=O)C1CCN(c2ncc(-c3cccc(N(C)C)c3)s2)CC1
 : x, x, 0.0%, x
- Cc1cc(=O)[nH]c2cc(N)ccc12
 : x, x, 2.9%, x
- Cc1ccc(N2CCN(S(=O)(=O)c3ccc4c(c3)CC(=O)N4)CC2)cc1
 : x, x, i, x
- O=C1CCC[C@@H]2CC(Nc3ccccc3)C[C@@H]3CCN1[C@H]23 (some centres undefined)
 : x, x, -15.5%, x
- CN(C)c1ccc(/C=C/c2ccnc3c2ccc2ccccc23)cc1
 : x, x, u, x
- COc1ccc(-c2ccc3ncnc(NCC4CCCO4)c3c2)cc1OC (centres undefined)
 : x, x, u, x
- Cc1ccc(C(=O)NC(c2ccco2)c2cc(Cl)c3cccnc3c2O)cc1 (centres undefined)
 : x, x, -1.2%, x
- O=C(Nc1ccc2ccccc2c1)Nc1nnc(C2CCCCC2)s1
 : x, x, u, x

Among those listed so far, 2 contain a furan ring, fused or not:
Results follow in this order: GLP1R ag, aSyn rescue, KB-V1 MDR tox, D3 ag
- CC/C(=C/c1ccccc1)c1cc(Oc2ccccc2)cc2oc3ccccc3c12
 : x, x, -10.2%, x
- Cc1ccc(C(=O)NC(c2ccco2)c2cc(Cl)c3cccnc3c2O)cc1 (centres undefined)
 : x, x, -1.2%, x

Following part
Results follow in this order: GLP1R ag, aSyn rescue, KB-V1 MDR tox, D3 ag
- Cc1ccc(/C=C/C(=O)Nc2cccc([S+](=O)([O-])Nc3ccccc3F)c2)cc1
 : x, x, u, x
- Nc1c(Br)cc(C=O)cc1Br
 : x, x, 6.1%, x
- FC1(F)Oc2ccc(-c3ccc4ncnc(NCc5cccs5)c4c3)cc2O1
 : x, x, -1.3%, x
- O=C(C[n+]1cccc2cc(Cl)ccc21)c1ccc(I)cc1
 : x, x, -5.1%, x
- COc1cc(-c2c(-c3ccc4c(c3)OCO4)noc2-c2ccsc2)cc(OC)c1OC
 : x, x, -2.1%, x
- O=C1CCC[C@@H]2C[C@@]3(C[C@@H]4CCN1[C@H]24)Nc1ccccc1NC3=NCc1ccccc1
 : x, x, -4.8%, x
- O=C(C[n+]1ccccc1Br)c1ccc(-c2ccccc2)cc1
 : x, x, u, x
- Cn1ncc2ccc(-c3ccc4ncnc(NCc5cccs5)c4c3)cc21
 : x, x, 0.0%, x
- C[C@@H](NC(c1ccc(F)cc1)c1ccc2cccnc2c1O)c1ccccc1 (some centres undefined)
 : x, x, 1.6%&11.1%, x
- Cc1ccc(NS(=O)(=O)c2ccc3c(c2)C(Cl)(Cl)C(=O)N3)cc1C
 : x, x, 0.7%, x
- OC(CN1CCCCC1)c1ccccc1 (centres undefined)
 : x, x, 4.2%, x
- CCN(CC)CCCN(c1ccccc1)C1Cc2ccccc2C1
 : -2.0%, 2.0%, x, -7.5
- CCN(CC)CCNC(=O)c1ccc(NS(C)(=O)=O)cc1
 : -5.4%, -6.1%, x, -3.1
- CCn1cc(C(=O)O)c(=O)c2cc3c(cc21)OCO3
 : -1.3%, -8.1%, x, 7.2
- NC(N)=NCCCCN=C(N)N
 : -0.1%, 2.3%, x, 8.5
- COC(=O)C1=C(C)NC(C)=C(C(=O)OC(C)(C)CN(C)CCC(c2ccccc2)c2ccccc2)C1c1cccc([N+](=O)[O-])c1 (centres undefined)
 : 0.0%, -20.4%, x, -5.2
- O=C(C[n+]1c(Cl)ccc2ccccc21)c1ccc2ccccc2c1
 : x, 6.8%, -2.8%, x
- COc1ccc(C(=O)N(Cc2ccco2)Cc2cccs2)c(OC)c1
 : x, 0.7%, -28.8%, x
- O=C(Nc1ccc2nccnc2c1)N1CCCCCC1
 : x, 0.0%, 0.0%, x
- COc1cc2c(NC3CCN(C)CC3)nc(N3CCN(C)CC3)nc2cc1OCCOCCN(C)C
 : x, -3.8%, 8.2%, x
- S=C(NCCCc1cnc[nH]1)NCCCN(Cc1ccc(Cl)cc1)c1ccc(-c2ccccc2)cn1
 : x, -37.5%[inhibitor], -8.8%, x
- Cc1ccc(C)c(C(=O)C[n+]2cccc(Br)c2)c1
 : x, 2.7%, 0.0%, x
- COc1cc(N(C)C)c(OC)cc1/C=C1\Cc2ccccc2C1=O
 : x, 0.3%, 0.0%, x
- CN(C)c1ccc(/C=C/c2ccnc3c([N+](=O)[O-])cccc23)cc1
 : x, -2.6%, -9.8%, x
- CS(=O)(=O)c1ccc(C(=O)OCC(=O)N2CCc3ccccc32)cc1[N+](=O)[O-]
 : x, 0.3%, 0.0%, x
- Cc1ccc(C)c(Nc2nc(NCc3ccco3)nc3nccnc23)c1
 : x, -1.2%, -3.9%, x
- O=C1c2ccccc2C(=O)N1c1cccc(O)c1
 : x, -13.0%, 0.0%, x
- COC(=O)CCSc1cc(NCCCOC(C)=O)c([N+](=O)[O-])c2nonc12
 : x, u, 28.5%, x
- CN(C)c1ccc(N=Nc2ccnc3ccccc23)cc1
 : x, -3.5%, 9.4%, x
- Cc1cc(Cl)ccc1Nc1nc(NCc2ccco2)nc2nccnc12
 : x, -0.1%, 4.6%, x

One compound at a time (already shown).
Profile of COc1cc(N(C)C)c(OC)cc1/C=C1\Cc2ccccc2C1=O → GLP1R ag = x; aSyn rescue = 0.3%; KB-V1 MDR tox = 0.0%; D3 ag = x
Profile of CN(C)c1ccc(/C=C/c2ccnc3c([N+](=O)[O-])cccc23)cc1 → GLP1R ag = x; aSyn rescue = -2.6%; KB-V1 MDR tox = -9.8%; D3 ag = x
Profile of S=C(NCCCc1cnc[nH]1)NCCCN(Cc1ccc(Cl)cc1)c1ccc(-c2ccccc2)cn1 → GLP1R ag = x; aSyn rescue = -37.5%[inhibitor]; KB-V1 MDR tox = -8.8%; D3 ag = x

The list continues:
Results follow in this order: GLP1R ag, aSyn rescue, KB-V1 MDR tox, D3 ag
- O=C(C[N+]12CN3CN(CN(C3)C1)C2)c1ccc(-c2ccccc2)cc1
 : x, 15.5%, -15.7%, x
- Cc1ccnc2c([N+](=O)[O-])cccc12
 : x, -2.2%, 5.8%, x
- O=S(=O)(/N=C(/Sc1ccccc1)c1ccccc1)c1ccc(Cl)cc1
 : x, 8.6%, u, x
- CN(C)c1ccc(N=Nc2ccccc2C(=O)O)cc1
 : x, 15.5%, u, x
- CN(C)c1ccc(C=O)cc1
 : x, 0.5%, u, x
- C=CCn1c(SC(C)C#N)nc2ccccc2c1=O (centres undefined)
 : x, -17.8%, 3.4%, x
- C=CCN(C)CCCCCCOc1ccc(C(=O)c2ccc(Br)cc2)c(F)c1
 : x, -21.9%, 9.3%, x
- O=C(Cc1ccc(OCCC2CCCCC2)cc1)NO
 : x, 5.62µM*, -2.6%, x
- O=C1c2ccccc2C(=O)N1c1nc(-c2ccc(F)cc2)cs1
 : x, -0.1%, u, x
- Oc1ccc(Cl)cc1C1C=C(c2ccc3c(c2)OCO3)NC(c2ccc(C(F)(F)F)cc2)N1 (centres undefined)
 : x, 7.8%, -16.1%, x
- COc1ccc2c(c1OC)C(=O)OC2c1ccc(O)cc1 (centres undefined)
 : x, -0.4%, -15.3%, x
- COc1ccc(OC)c(NS(=O)(=O)c2ccccc2)c1
 : x, -27.9%, -11.1%, x
- C[N+](C)(C)c1ccc(/C=C2\C=Cc3ccccc32)cc1
 : x, 3.6%, 24.0%, x
- Nc1ccc(/C=C/c2nc3ccccc3s2)cc1
 : x, 12.6µM*, u, x
- O=C(c1ccco1)N(Cc1cccs1)c1ccc(O)cc1
 : x, 5.5%, -11.9%, x
- Cc1ccc(S(=O)(=O)N2CCN(S(=O)(=O)c3ccc4c(c3)OCCCO4)CC2)cc1
 : x, 8.8%, 0.1%, x
- COc1ccccc1NC(C)C(=O)c1c(C)[nH]c2ccccc12 (centres undefined)
 : x, -22.7%, -7.7%, x
- Cc1cccc(-c2nnc(SC(C)C(=O)Nc3ccccc3)n2C)c1 (centres undefined)
 : x, 2.3%, 0.0%, x
- C(=Nc1ccc(/C=C/c2ccnc3ccccc23)cc1)c1ccc2c(c1)OCO2
 : x, -4.4%, 0.0%, x
- Cc1nc2ccccc2nc1-c1csc(-c2ccccc2)n1
 : x, -4.4%, u, x
- CN(C)c1ccc(C=C2c3ccccc3-c3ccccc32)cc1
 : x, 0.5%, u, x
- CCN(C(=O)C(=O)c1c(C)[nH]c2ccccc12)c1ccccc1
 : x, -0.3%, -13.6%, x
- Clc1ccc2c(Cl)cc[n+](CCC3CCCCC3)c2c1
 : x, -4.0%, -3.1%, x
- CCOc1cccc(C2C=C(c3ccc4c(c3)OCO4)NC(c3cccc(Br)c3)N2)c1O (centres undefined)
 : x, 1.5%, u, x
- C(=Nc1ccc2ccccc2n1)c1ccccn1
 : x, 2.2%, -14.2%, x
- Cc1ccc(-c2nnc3ccc(SCC(N)=O)nn23)cc1
 : x, -0.7%, -16.7%, x
- COc1ccc2c(c1)C=C/C2=C\c1ccc(N(C)C)cc1
 : x, -11.4%, 3.5%, x
- C/C(=C1/C=Nc2ccccc21)c1ccc(N(C)C)cc1
 : x, u, u, x
- CC(C)(C)c1ccc(OCCn2c(CCNC(=O)C3CCCCC3)nc3ccccc32)cc1
 : x, -39.6%[inhibitor], u, x

Some of the compounds tested (hit frequency here may not be typical).
